Bioassay records (PubChem)
Tau fluor cs = counter-screen for tau fibril formation inhibitors | tau K18 P301L (four-repeat tau fragment) Alexa594 fluorescence, heparin fibrillization | Potency, µM (doses to about 57.7 µM), for the others: at the top dose activity change, negative = decrease | 280,000 compounds, 0.93% hits; note: % is set by controls: 0 for no effect and ±100 for the full control effect; nearly all actives have a fitted effect of over 55% in size
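Human K18 P301L tau (15 uM unlabeled plus 0.24 uM Alexa 594-labeled, final) in 100 mM sodium acetate pH 7 was mixed with compound and 20 uM heparin and incubated 6 hr at 37 C.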
GLA spleen mod = inhibitors or activators of human alpha-galactosidase in spleen homogenate; Potency, µM (series often up to 80 µM), inactives show at the highest dose activity change, negative = inhibition, hits mostly inhibitors; 240,000 compounds, 0.008% hits; human spleen homogenate, 4MU-alpha-Gal fluorescence, 40 min; AID 2107; P06280;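 note: 0% = enzyme with vehicle and -100% = no enzyme basal signal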
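Inhibition or activation of alpha-galactosidase in human spleen homogenate is scored by 4-MU fluorescence after 40 min at 37C, pH 5.0, with 1 mM substrate. AC50s come from concentration-response fitted to the Hill equation.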
GAA inhib = alpha-glucosidase (human) inhibition; purified human GAA, 4-MU-alpha-glucoside fluorescence; Potency, µM (doses to about 76.9 µM), inactives show at the highest dose activity change, negative = inhibition, actives largely listed as inhibitors; 200,000 compounds, 0.005% hits;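 note: plate controls were uninhibited enzyme wells for no effect and no-enzyme background for full effect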
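qHTS format, compound range up to 77 uM. Human lysosomal enzyme at 4 nM, 400 uM 4-MU glucoside substrate, pH 5.0, 20 min room temperature; fluorescence after alkaline stop gives activity normalized to controls.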
aGlu spleen mod = inhibits or activates alpha-glucosidase in human spleen homogenate | human spleen homogenate, 4-MU-alpha-glucoside fluorescence | Potency, µM (titrated, usually from 79.9 µM), without a hit: top-dose activity change, negative = inhibition, most hits filed as inhibitors | 240,000 compounds, 0.006% hits | AID 2112;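 note: 0% = enzyme with vehicle and -100% = no enzyme basal signal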
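Human spleen homogenate (1 ug) with 4-methylumbelliferyl-alpha-D-glucopyranoside (1 mM final) in 50 mM citrate/phosphate pH 5.0, 0.01% Tween-20; 40 min at 37 C. Stopped at pH 10; 4-MU fluorescence Ex 365/Em 440 nm; AC50 by Hill fit.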
Epigenetic derep = derepresses silenced GFP reporter in murine cells | murine LDR cells, GFP reporter derepression, 30 h | Potency, µM (highest dose often 53.9 µM), for inactives: at the top dose GFP activation, hits mostly activators | 280,000 compounds, 0.2% hits | AID 1865; note: % of control where 0% means no effect; nearly all actives have a fitted effect of over 60% in size
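Reporter derepression read as number of fluorescent GFP-positive objects, 20-120 um in size, counted by laser-scanning cytometer. Mouse LDR line with an epigenetically silenced CMV-GFP locus; compound incubation 30 h, 37 C.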
NPSR antag = neuropeptide S receptor (human) antagonism, cAMP. Q6W5P4. CHO-NPSR cells, cAMP TR-FRET, antagonist mode. Potency, µM (titrated, usually from 38.3 µM), for the others: top-dose activity change, negative = inhibition, actives largely listed as inhibitors. 220,000 compounds, 1% hits. AID 1461; note: % is set by controls: 0 for no effect and ±100 for the full control effect; nearly all actives have a fitted effect of over 50% in size; many of its hits are not listed in these tables
Target sequence (Q6W5P4 whole entry, looked up): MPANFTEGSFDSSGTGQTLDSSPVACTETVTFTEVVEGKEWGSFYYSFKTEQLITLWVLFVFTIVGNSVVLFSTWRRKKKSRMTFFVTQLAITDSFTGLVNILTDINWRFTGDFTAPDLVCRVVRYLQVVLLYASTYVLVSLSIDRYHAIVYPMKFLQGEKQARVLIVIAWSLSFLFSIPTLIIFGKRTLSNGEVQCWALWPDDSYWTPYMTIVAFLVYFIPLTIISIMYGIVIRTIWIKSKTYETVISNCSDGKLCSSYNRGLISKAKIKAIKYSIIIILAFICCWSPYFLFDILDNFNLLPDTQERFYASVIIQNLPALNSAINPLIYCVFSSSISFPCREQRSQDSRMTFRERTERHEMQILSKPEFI
GAA glycogen mod = alters human alpha-glucosidase cleavage of glycogen | P10253 | recombinant GAA, glycogen substrate, Amplex Red glucose oxidase fluorescence | Potency, µM (titrated, usually from 76.4 µM), inactives show at the top dose activity change, negative = inhibition, hits mostly inhibitors | 300,000 compounds, 0.38% hits;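 note: 0% = full enzyme reaction and -100% = no-enzyme basal signal; the screen sought inhibitors and activators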
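Recombinant human alpha-glucosidase (4 nM final) hydrolysed bovine liver glycogen (30 ug) for 40 min at 37 C in pH 5.0 citrate/phosphate with 0.01% Tween-20. Released glucose detected by glucose oxidase/Amplex Red, Ex 573/Em 610 nm. Compounds up to 77 uM; AC50 from Hill fits.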
ALDH1A1 inh = ALDH1A1 (human) enzyme inhibition; P00352; Purified ALDH1A1, NADH fluorescence, propionaldehyde substrate; Potency, µM (series often up to 75.3 µM), for inactives: at the top dose activity, negative = inhibition, actives largely listed as inhibitors; 220,000 compounds, 7.3% hits; active = well fitted inhibition curve with a large enough effect, not every such curve was filed as active; inconclusive = small, poorly fitted or top-dose-only effect, or another doubt; inactive = no such curve, though single readings can be large or run the other way;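 note: plate controls were no enzyme wells and a reference inhibitor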
Target sequence (P00352 whole entry, looked up): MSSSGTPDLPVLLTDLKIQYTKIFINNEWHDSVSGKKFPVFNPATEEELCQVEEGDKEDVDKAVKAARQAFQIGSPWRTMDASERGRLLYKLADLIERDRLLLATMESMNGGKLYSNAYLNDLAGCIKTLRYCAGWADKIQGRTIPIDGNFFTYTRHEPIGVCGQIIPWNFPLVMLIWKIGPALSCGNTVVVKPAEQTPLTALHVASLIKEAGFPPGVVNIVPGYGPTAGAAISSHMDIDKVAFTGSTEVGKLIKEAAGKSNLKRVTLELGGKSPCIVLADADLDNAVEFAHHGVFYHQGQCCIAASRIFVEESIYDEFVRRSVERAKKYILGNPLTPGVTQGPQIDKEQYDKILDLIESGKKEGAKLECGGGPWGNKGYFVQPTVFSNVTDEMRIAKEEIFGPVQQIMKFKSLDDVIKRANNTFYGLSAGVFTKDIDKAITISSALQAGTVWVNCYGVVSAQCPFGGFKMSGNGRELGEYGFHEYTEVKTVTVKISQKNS
Active calls of the source: *; ? = inconclusive; / = not tested or not shown; [ ] = remark or other dose. Unless noted, calls come from the whole dose curve; as a rule, active = well fitted curve in the direction sought with a large enough effect; inconclusive = small, poorly fitted or top-dose-only effect, or another doubt; inactive = no such curve, though single readings can be large; an effect the other way counts as inactive or inconclusive. Potency is the fitted concentration of half-maximal effect. These rows are one share of the data; count on the stated rates, not on these rows.

Second line of a record: Tau fluor cs, GLA spleen mod, GAA inhib, aGlu spleen mod, Epigenetic derep, NPSR antag, GAA glycogen mod, ALDH1A1 inh
COc1ccc(N(CC(=O)N2CCN(C)CC2)S(=O)(=O)c2ccccc2)cc1OC
→ -1%, -5%, -2%, -7%, 2.1%, 0%[46.1 µM], 2%, 13%
O=C(CSc1ncn[nH]1)Nc1cccc(S(=O)(=O)N2CCCCCC2)c1
→ 1%, 10%, 4%, 7%, -1.3%, 4%, 2%, -3%
CC(C)OC(=O)NCCOC(=O)Nc1cccc(Cl)c1
→ ?, -1%, -3%, -4%, 1.2%, 9%[46.1 µM], -2%, 0%
O=C(CCN1C(=O)c2ccccc2C1=O)C1=NN[C@@H]2C(=O)N(c3ccc(F)cc3)C(=O)[C@H]12
→ -16%, -13%, 12%, -1%, 0.0%, 24%, -4%, ?
CCn1c(COc2ccc(C)cc2)nnc1SCc1ccc(C#N)cc1
→ -2%, -1%, 4%, 4%, -1.2%, -24%[46.1 µM], -20%, -12%
COc1ccc(N(CC(=O)N/N=C/c2cc3ccc(OC)cc3nc2Cl)S(=O)(=O)c2ccccc2)cc1
→ -19%, -7%, ?, -8%, -1.1%, -4%, 6%, ?
Cc1cccc(N2C(=O)CC(N3CCOCC3)C2=O)c1 (stereo unspecified)
→ 6%, -6%, -2%, -4%, -1.0%, -1%[46.1 µM], -2%, ?
CCOC(=O)N1CCC(NC(=O)CSc2cc(=O)n(CC)c3ccccc23)CC1
→ -2%, -4%, 8%, -5%, -0.9%, -16%[46.1 µM], 6%, -3%
CC(C)(C)C1CCC(=NNC(=O)CN(c2ccccc2)S(C)(=O)=O)CC1 (stereo unspecified)
→ -11%, 4%, 2%, -5%, 0.0%, 20%, 4%, 4%
CCc1cccc2c1NC1(CCCC1)CC2C (stereo unspecified)
→ -22%, -11%, -1%[15.4 µM], 14%, -4.0%, -47%, 6%, /
COc1ccc([N+](=O)[O-])cc1NC(=O)Nc1ccccc1
→ -26%, 6%, 2%, 5%, 1.8%, -15%, -5%, 2%
Cc1ccccc1C(=O)Nc1nnc(-c2ccco2)s1
→ 13%, 6%, 3%, 0%, 9.0%, -14%, -8%, ?
Cn1c(=O)c(=O)n(C)c2cc(S(=O)(=O)N3CCCC3C(=O)NCc3cccs3)ccc21 (stereo unspecified)
→ 1%, -16%, /, -7%, 0.1%, 7%, 3%, /
CCCN1C(=O)C(O)(C2COC(C)(C)CC2=O)c2ccccc21 (stereo unspecified)
→ -8%, 3%, 10%, 4%, 6.9%, 8%, -10%, 0.35µM*
O=C(O)CC/C(=N\NC(=O)CNC(=O)c1cccc(Cl)c1)c1ccccc1
→ 2%, -6%, -3%, -2%, -0.1%, 11%, 10%, -12%
CCc1cccc(OCC(=O)Nc2c[nH]c(=O)[nH]c2=O)c1
→ 0%, -6%, 4%, 4%, -1.5%, 3%, 26%, 6%
O=S(=O)(CC12C3C4C5C1C2C(Br)(C43)C51OCCO1)c1ccccc1 (stereo unspecified)
→ /, 13%, /, 9%, /, /, 0%, 11µM*
C[C@@H](C(=O)OCn1nnc2ccccc2c1=O)N1C(=O)C2CCCCC2C1=O (stereo partly specified)
→ -2%, 14%, -4%, 8%, 1.1%, -7%, 3%, -12%
C/C(=N\OC(=O)c1ccc(Br)cc1)c1ccccn1
→ -6%, 0%, 12%, -4%, 1.1%, 7%, -17%, -7%
CCOC(=O)Cn1c(=O)oc2cc(S(=O)(=O)Nc3cc(Cl)ccc3OC)ccc21
→ -13%, -1%, 2%, -1%, 6.7%, 0%[46.1 µM], -8%, ?
CCCCN(CC)CCCNC(=S)Nc1ccc2nc(N3CCN(CC)CC3)cc(C)c2c1
→ -9%, 8%, -4%, 1%, -3.6%, 1%, -5%, ?
c1ccc(CCn2nnc3ccccc32)cc1
→ -10%, 3%, -6%[15.4 µM], -4%, -2.9%, 22%, 1%, 9%
CCCn1c(SCC(=O)NCc2ccc(F)cc2)n[nH]c1=O
→ 8%, 0%, 2%, -1%, 0.8%, 3%, 1%, 2%
COc1cc(/C=C2/C(=O)ON=C2c2ccccc2)ccc1O
→ -1%, -9%, 2%, -10%, 1.1%, ?, -12%, ?
CC1CCCC(C)N1NC(=S)Nc1ccc(OC(F)F)cc1 (stereo unspecified)
→ 5%, -7%, -7%, -4%, -1.5%, -27%, -5%, ?
COc1ccc(OC)c(/C=N\NC(=O)CC(=O)NCCc2ccccc2)c1
→ -3%, 30%, ?, /, 0.0%, -14%, 6%, ?
COc1cc(/C=C2\SC(=S)N(Nc3ncc(C(F)(F)F)cc3Cl)C2=O)cc(OC)c1OC
→ ?, 3%, -10%, -5%, -2.9%, ?, -25%, -13%
COc1ccc(C(=O)Nc2cccc(OC(=O)c3ccc(C)c(C)c3)c2)cc1
→ ?, -7%, -3%, 2%, 0.9%, -25%[46.1 µM], 1%, 5%
CCOC(=O)/C(C#N)=C/c1cc2ccc(C)cc2nc1Cl
→ -4%, 5%, 0%, -1%, ?, 6%, -2%, ?
Cc1cccc(-c2nc(CN3CCCC(C(=O)NC4CCCCC4)C3)c(C)o2)c1 (stereo unspecified)
→ 2%, -1%, -1%, -5%, -0.8%, -26%[46.1 µM], -2%, 3%
Cn1c(C(=O)NCCCN2CCN(c3ccccc3F)CC2)cc2c(=O)[nH]c3ccccc3c21
→ -16%, -9%, -2%, -2%, 1.9%, -9%[46.1 µM], 2%, -14%
CCC1CN(C(=O)Nc2cccc(C)c2)c2cc(C)ccc2O1 (stereo unspecified)
→ -9%, 4%, ?, -2%, 3.1%, 31%, -13%, -2%
COc1ccccc1NC(=O)c1c(N=Cc2c(O)ccc3ccccc23)cnn1C
→ ?, 7%, /, 6%, 1.9%, -18%, 5%, /
COc1ccc(CCNC(=O)c2c([S-])n(-c3ccc(C)cc3)c3cccc[n+]23)cc1
→ -17%, -7%, /, -11%, -2.8%, -42%, -9%, /
Cc1cc(OCC(=O)NC(C)(C)C)ccc1Cl
→ -3%, -4%, -3%, -3%, 2.3%, 30%, 10%, 2%
O=C(/C=C/c1cccs1)N1CCCCC1
→ 12%, 3%, 0%, -1%, -1.9%[10.1 µM], 15%, -12%, ?
CCn1c(=O)c(C(=O)NCCCO)c(O)c2ccccc21
→ -2%, 7%, 3%, 7%, 0.1%, 7%[46.1 µM], 1%, -7%
CCc1nnc(NC(=S)Nc2ccccc2)s1
→ -13%, -1%, 6%, -12%, ?, -31%, -4%, ?
Cc1cc(OCC(=O)Nc2ccc(S(=O)(=O)N3CCN(C)CC3)cc2)ccc1Cl
→ 11%, 3%, 5%, 3%, -0.8%, 3%[46.1 µM], -4%, 6%
Cc1nc(CSc2n[nH]c(=O)n2-c2ccccc2)cs1
→ -4%, 13%, -11%, 4%, -1.3%, -5%, 7%, -4%

Some of the entries so far, as tab-separated lines.
molecule	Tau fluor cs	GLA spleen mod	GAA inhib	aGlu spleen mod	Epigenetic derep	NPSR antag	GAA glycogen mod	ALDH1A1 inh
Cc1cc(OCC(=O)Nc2ccc(S(=O)(=O)N3CCN(C)CC3)cc2)ccc1Cl	11%	3%	5%	3%	-0.8%	3%[46.1 µM]	-4%	6%
Cn1c(=O)c(=O)n(C)c2cc(S(=O)(=O)N3CCCC3C(=O)NCc3cccs3)ccc21 (stereo unspecified)	1%	-16%	/	-7%	0.1%	7%	3%	/

The results go on:
Second line of a record: Tau fluor cs, GLA spleen mod, GAA inhib, aGlu spleen mod, Epigenetic derep, NPSR antag, GAA glycogen mod, ALDH1A1 inh
O=c1c(Cc2c(F)cccc2Cl)c(O)ccn1Cc1ccc(F)cc1
→ -14%, 3%, -10%, -13%, -0.3%, -19%, -14%, -11%
CCS(=O)(=O)N1CCC(C(=O)N2CCN(c3ccccc3)CC2)CC1
→ 2%, 5%, -8%, -19%, 1.2%, -4%[46.1 µM], 1%, 4%
CC(C)C(=O)n1nc(-c2cccnc2)nc1NCc1cccs1
→ 9%, 0%, -14%, 0%, 2.6%, -4%, -3%, ?
COc1ccc2nc(N3CCCC3)c(C#N)cc2c1
→ -23%, -2%, -5%, -5%, 0.8%, 14%[46.1 µM], 9%, -13%
O=C(c1ccco1)N1CCN(Cc2nc(-c3cccs3)no2)CC1
→ -6%, -1%, -8%, -4%, 3.8%, 0%, -4%, ?
COc1ccc(C(=O)N2CCCC(c3nc(-c4cccs4)no3)C2)cc1OC (stereo unspecified)
→ -6%, 5%, ?, 6%, -0.7%, 6%[46.1 µM], 7%, -3%
COc1cccc(Nc2c3c(nc4c(-c5ccccc5)c(C)nn24)CCC3)c1
→ -24%, -8%, 0%, -15%, 0.0%, -48%, 2%, ?
CCOC(=O)C(=Cc1ccc(F)cc1)C(=O)OCC
→ 4%, 2%, -9%, 2%, 1.2%, ?, 5%, 1%
CCN(CC)C(=O)CSc1nc2ccccc2n1CC(=O)N1CCN(c2ccccc2OC)CC1
→ -13%, 4%, -7%, -3%, 0.8%, -6%[46.1 µM], -1%, 6%
COC(=O)Nc1ccc(S(=O)(=O)N2CCCCC2C(=O)NCc2ccco2)cc1 (stereo unspecified)
→ -4%, -5%, 1%, 0%, 1.6%, -10%[46.1 µM], -1%, 14%
CCOC(=O)c1c(N)sc(C(=O)OC)c1C
→ -15%, 1%, 7%, -2%, -2.3%, 7%, -5%, ?
O=C(CSc1nnc(COc2ccccc2)n1-c1ccccc1)c1ccccc1
→ -15%, -3%, -7%, -1%, 0.9%, ?, -5%, -8%
Cc1cc(NC(=S)Nc2cccnc2)ccc1Br
→ -22%, -7%, 5%, -3%, -0.3%, -9%, 3%, 22µM*
CCOc1ccc2c(c1)OC(c1ccc(C)cc1)(C(F)(F)F)NC2=O (stereo unspecified)
→ -2%, 8%, 5%, 2%, -1.8%, 22%, 5%, 3%
O=C(NCCN1CCOCC1)c1c(F)c(F)c(F)c(F)c1F
→ 0%, 8%, 5%, 1%, -0.7%, 7%[46.1 µM], -5%, -2%
CC1CN(S(=O)(=O)c2cccc(-c3cn4ccccc4n3)c2)CC(C)O1 (stereo unspecified)
→ 12%, 13%, -4%, 17%, -4.6%, ?, ?, 3%
Cc1ccccc1NC(=O)c1cc(S(=O)(=O)c2ccccc2)ccc1Cl
→ -13%, 5%, -10%, 4%, 0.0%, -8%[46.1 µM], 1%, -2%
CCOc1ccc(C(=O)NCC(=O)OCC(=O)N2CCCC2)cc1
→ 6%, 0%, 0%, -21%, -5.1%, 7%, 0%, 8%
